Screening results as filed in PubChem.
TTR transcr act = activators of transthyretin transcription | activation, % at 16.7 µM | hit rate 1.3% among 92,000 | SH-SY5Y TTR promoter Gaussia luciferase, luminescence; 100% = recombinant luciferase protein wells;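 active means activation above the mean of all tested compounds plus 3 SD, cut at about 9.5% in these data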;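 further: cells exposed to compounds for one day before reading; 0% = median of all test compound wells on the plate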
The depositor's hits bear a star. A portion of the library, so the mix of outcomes need not match the whole.

item	TTR transcr act	SMILES
1	2.1	CC1CCN(S(=O)(=O)c2cccc(C(=O)NC3CCCCC3)c2)CC1
2	1.8	O=C(O)CCCC(=O)NCc1c(Cl)cccc1Sc1ccc(Cl)cc1
3	-1.5	COc1cccc(CNC(=O)c2ccc(NC(=O)C3=CSCCO3)cc2)c1
4	-2.4	Cc1ccc(-c2[nH]ncc2/C=N/n2c(COc3ccccc3C)nc3ccccc3c2=O)cc1
5	0.4	COc1cccc2c1OCC/C2=N\NC(=O)COc1ccc(C)cc1
6	1.4	CC(C)N(CC#CCC(O)(c1ccccc1)c1ccccc1)C(C)C
7	-0.7	O=C(C[n+]1cc(Br)cc2ccccc21)c1ccc(Br)cc1
8	-1.1	COc1ccc(C(=O)COC(=O)c2cccnc2Cl)c(OC)c1
9	0.9	O=C(NC1CCCCC1)c1ccc(S(=O)(=O)N2CCCC2)cc1
10	-2.2	COc1ccc(S(=O)(=O)N(C)C[C@H]2Oc3c(NC(=O)c4ccncc4)cccc3C(=O)N([C@H](C)CO)C[C@@H]2C)cc1
11	-0.6	CC1CN(C2CCN(C(=O)COc3ccc(Cl)cc3)CC2)CC(C)O1 (stereo not drawn)
12	0.2	COc1cccc(CN(C)C(=O)C(Cc2ccccc2)NC(=O)c2ccccc2)c1OC (stereo not drawn)
13	-3.0	CCC(C)NS(=O)(=O)c1ccc(NC(=O)c2ccc([N+](=O)[O-])cc2Cl)cc1 (stereo not drawn)
14	-2.9	COc1cc(/C=N/NC(=O)c2cc(-c3cccc(Br)c3)nc3ccccc23)cc(OC)c1O
15	-1.8	CC(=O)c1cc(-c2ccccc2)n(CC(=O)N2CCCC2)c1C
16	-1.1	Cc1ccc(C(c2nnnn2CCc2ccccc2)N2CCC(C)CC2)cc1 (stereo not drawn)
17	1.3	OCc1ccccc1CNCc1ccccc1
18	-0.4	C[C@H](NC(=O)CCCn1nnc2ccccc2c1=O)C(=O)O
19	-2.0	CCOC(=O)c1ccc(N2C(=O)c3n[nH]c(C)c3C2c2ccccn2)cc1 (stereo not drawn)
20	-2.0	O=C(c1cccs1)N1CCN(CCCc2ccccc2)CC1
21	-0.3	N#C/C(=C\c1cc(O)c(O)c(O)c1)C(N)=O
22	3.1	CCCCCn1c(N)c(-c2nc3ccccc3s2)c2c([N+](=O)[O-])nn(CC)c(=O)c21
23	0.8	Cc1ccc(Sc2nc(-c3ccccc3)ccc2C#N)cc1
24	-0.3	COc1cccc(C2SCC(=O)N2c2cccc(C)c2)c1OC (stereo not drawn)
25	0.5	Cc1ccc(NS(=O)(=O)c2ccccc2[N+](=O)[O-])cc1C
26	-2.5	O=C(NCc1ccco1)C(c1cccs1)N(C(=O)C1COc2ccccc2O1)c1cccc(O)c1 (stereo not drawn)
27	2.2	CCOc1ccc(/C=C/C2=NNC(=O)CC2)cc1
28	0.0	COc1ccc(C(=O)COC(=O)CNC(=O)c2cccc(OC(F)F)c2)cc1
29	2.1	COc1ccc(NC(=O)CSc2ccc3c4c(cccc24)C(=O)c2ccccc2-3)cc1
30	0.1	CC1CCN(CCCn2c(=S)[nH]c3ccc(N4CCOCC4)cc3c2=O)CC1

Part of the list above in order of number of heavy atoms, smallest number first:
item	TTR transcr act	SMILES
24	-0.3	COc1cccc(C2SCC(=O)N2c2cccc(C)c2)c1OC (stereo not drawn)
28	0.0	COc1ccc(C(=O)COC(=O)CNC(=O)c2cccc(OC(F)F)c2)cc1
26	-2.5	O=C(NCc1ccco1)C(c1cccs1)N(C(=O)C1COc2ccccc2O1)c1cccc(O)c1 (stereo not drawn)

The listing continues:
item	TTR transcr act	SMILES
31	-0.9	CCc1ccc(/C=C/c2c([N+](=O)[O-])c(=O)n(C)c(=O)n2C)cc1
32	5.2	O=C(CNS(=O)(=O)c1ccccc1Br)OCC(=O)N1CCc2ccccc21
33	-0.7	CCOc1ccc(-c2cc(C(=O)OC)nc3c2c(=O)n(C)c(=O)n3C)cc1
34	3.3	CC(C)Cn1cnc2c(SCc3ccc(Cl)cc3)nc(N)nc21
35	2.5	CC(C)(C)C1CCC(C(=O)OCC(=O)Nc2ccc3[nH]c(=O)[nH]c3c2)CC1 (stereo not drawn)
36	0.6	N=c1c(S(=O)(=O)c2ccc(Br)cc2)cc2c(=O)n3ccccc3nc2n1CCN1CCOCC1
37	-0.9	S=C1SCCN1Cc1ccccc1
38	7.9	COCC(=O)Nc1nnc(-c2ccc(C(C)(C)C)cc2)s1
39	0.6	C[C@H](CO)N1C[C@H](C)[C@H](CN(C)S(=O)(=O)c2ccc3ccccc3c2)OCc2cnnn2CCCC1=O
40	4.0	CCC(C)c1c(O)nc(SCc2ccccc2)[nH]c1=O (stereo not drawn)
41	-0.2	CCC(C)c1ccc(NC(=O)c2cccnc2)cc1 (stereo not drawn)
42	0.1	c1ccc2[nH]c(SCc3cn4ccccc4n3)nc2c1
43	0.9	O=C(c1ccc(Cn2c(=O)[nH]c3ccccc3c2=O)cc1)N1CCN(c2ccccn2)CC1
44	-0.2	COc1ccc(NC(=O)Cc2c[nH]c3ccccc23)cc1S(=O)(=O)N1CCOCC1
45	6.5	CCOC1=C2[C@@H](CN(S(=O)(=O)c3ccc(C)cc3)[C@H]2c2cccc3ccccc23)[C@H]2C(=O)N(Cc3ccccc3)C(=O)[C@H]2C1
46	-0.8	CN(C(=O)c1cccc(NC(=O)Cc2ccc(NC(=O)C3CCN(C(=O)C4CCCC4)CC3)cc2)c1)C1CC1
47	-0.7	COc1ccccc1N1CN(S(=O)(=O)c2ccc(C)cc2)c2nc3ccccc3nc21
48	-1.7	O=C(COc1ccccc1-c1ccccc1)N/N=C/c1cccnc1
49	2.5	Cc1ccc(S(=O)(=O)Nc2ccccc2C=Nc2cccc(C)c2C)cc1
50	2.3	COc1ccc(C2=NN(C(=O)CCC(=O)O)C(c3cccs3)C2)cc1OC (stereo not drawn)
51	-0.7	O=C(COC(=O)c1cccs1)NCC1CCCCC1
52	-0.6	COCCN(C(=S)Nc1c(C)cc(C)cc1C)C(C)c1cccnc1 (stereo not drawn)
53	-4.4	C=C(CCC(=O)c1ccccc1)C(=O)c1ccccc1
54	2.1	CCOC(=O)C1[C@H]2C(=O)N(C(C)c3ccc(OC)cc3)C[C@]23C=C[C@H]1O3 (stereo partly drawn)
55	1.4	COc1ccc(CCNC(=O)C(=O)Nc2ccc3nc4n(c(=O)c3c2)CCCCC4)cc1OC
56	-0.1	COc1cccc(/C=C2\SC(=O)N(CCC(=O)NC3CCS(=O)(=O)C3)C2=O)c1 (stereo not drawn)
57	1.5	OC(c1ccccc1)(c1ccccc1)c1nccc2ccccc12
58	-1.9	Cc1cc(O)c(C(C)C)cc1N=Cc1ccccc1O
59	-1.0	Nc1nonc1-n1nnc(C(=O)N/N=C/c2cccc(F)c2)c1CN1CCCC1
60	1.5	COc1ccc(S(=O)(=O)N2CCOCC2)cc1NC(=O)CSc1nc(C)c(C)c(C)n1
61	0.9	CCOC(=O)c1c(C)n(C)c2ccc(OCC(O)CN(CC)CC)cc12 (stereo not drawn)
62	-0.5	COc1ccc(C(=O)N/C(=C\c2cn(C)c3ccccc23)C(=O)OCCN(C)C)cc1
63	6.2	CCC1(c2ccccc2)NC(=O)N(CC(=O)Nc2ccccc2C(=O)NC2CC2)C1=O (stereo not drawn)
64	1.0	Cc1nnc(NC(=O)c2ccc(-c3cccc(C(F)(F)F)c3)o2)s1
65	-1.2	Cc1nc(SCC(=O)N2CC(C)OC(C)C2)nc(C)c1C (stereo not drawn)
66	0.2	CC1Sc2ccc(S(=O)(=O)CCC(=O)NC3CCCCC3C)cc2NC1=O (stereo not drawn)
67	2.2	CC(=O)N1N=C(c2ccc(C)cc2)CC1c1ccc2c(c1)OCO2 (stereo not drawn)
68	0.5	Cc1ccc(-n2c(C)cc(/C=N/NC(=O)c3ccncc3)c2C)cc1
69	1.4	Cc1cnc(C(=O)OCC(=O)NC(C)C)cn1
70	-0.7	O=S(=O)(N1CCCCCC1)N1CCNCC1
71	-4.6	COc1ccc(-c2nnn(CC(=O)N(Cc3cccs3)C(C)C(=O)NCCC(C)C)n2)cc1OC (stereo not drawn)
72	-0.5	Clc1nc(NCc2cccnc2)nc(N2CCOCC2)n1
73	-0.7	O=C(Nc1ccc(OCc2ccccc2)cc1)Nc1nnc([C@H]2C[C@H](O)[C@@H](CO)O2)s1
74	-2.3	O=C(C(Sc1ccccc1)c1ccccc1)N1CCN(c2ccccc2)CC1 (stereo not drawn)
75	0.2	C[C@H]1CN([C@@H](C)CO)C(=O)CCCn2cc(nn2)CO[C@@H]1CN(C)S(=O)(=O)c1ccc(-c2ccccc2)cc1
76	0.1	COc1cc(CCc2ccccc2)c(C(=O)O)c(O)c1C/C=C(/C)CCC=C(C)C
77	0.8	COc1ccc(CN2C(=O)COc3ccccc3C2c2nnnn2C2CCCCC2)cc1 (stereo not drawn)
78	0.8	Cc1ccc2[nH]c3c(=O)n(CC(=O)N4CC(C)CC(C)C4)ncc3c2c1 (stereo not drawn)
79	3.5	CCCCCCCCCCCNC(=O)c1ccoc1C
80	-1.8	CCOC(=O)c1cc(-c2ccc(F)cc2)n(CC(=O)NCc2cccnc2)c1C

Later entries:
item	TTR transcr act	SMILES
81	0.5	COc1ccc(NC(=O)Nc2c(C)n(C)n(-c3ccccc3)c2=O)cc1
82	0.0	COC(=O)c1c(C)cc(C)n2c1nc1ccccc12
83	-0.5	O=C(NCc1ccccc1)C(c1ccccc1F)N(C(=O)c1csnn1)C1CCCC1 (stereo not drawn)
84	0.4	Cc1ccc(C(=O)C2OC(=O)C(C)(C)C(=O)C2(C)C)cc1 (stereo not drawn)
85	-1.9	CCOc1ccccc1/C=C/C(=O)c1ccc(Cl)cc1
86	3.0	CSCC[C@H](NC(=O)[C@@H]1CSC2c3ccccc3C(=O)N21)C(=O)NCc1ccco1 (stereo partly drawn)
87	2.9	CCCCC(=O)N1CCCC(c2nc3c(nnn3Cc3cc(C)ccc3C)c(=O)[nH]2)C1 (stereo not drawn)
88	-0.1	O=C(c1cc(-c2ccc(Cl)cc2)on1)N1CCCCCC1
89	0.0	Oc1ccccc1/C=N/NC(=S)NC1CC2C=CC1C2 (stereo not drawn)
90	3.4	OC(CNCc1ccc2c(c1)OCO2)COc1ccccc1 (stereo not drawn)
91	3.7	O=c1cc(Cl)c(-c2ccccc2)nn1Cc1ccc(Cl)cc1
92	3.5	O=c1c2ccccc2oc2cc(C#Cc3ccccn3)ccc12
93	-0.7	Cc1cccc(C(=O)NCC(=O)NCCSc2ccc(Br)cc2)c1
94	2.5	COc1ccc(-n2nc3c(c2NC(=O)c2ccc(Br)cc2)CS(=O)C3)cc1 (stereo not drawn)
95	0.8	Cn1cnnc1SCC(=O)Nc1cc(S(=O)(=O)N2CCCCC2)ccc1Cl
96	3.3	O=C1/C(=C\c2ccccn2)SC(=S)N1c1ccc(S(=O)(=O)Nc2nccs2)cc1
97	0.5	COc1cc(NC(=S)NCc2cccnc2)c(OC)cc1Cl
98	0.9	Nc1nonc1C(=O)NCCc1ccccc1
99	3.1	COCCN(C(=O)Cc1cccs1)C(C(=O)NC1CCCC1)c1cc(OC)c(OC)c(OC)c1 (stereo not drawn)
100	2.2	COC(=O)[C@@]1(Cc2ccc(F)cc2)[C@H]2c3cc(C(=O)N(C)C)n(Cc4ccc(OC(F)(F)F)cc4)c3C[C@H]2CN1C(=O)c1ccccc1
101	-0.8	CC(C)N(C(=O)CSc1nnc(-c2ccc3c(c2)OCO3)n1C)C(C)C
102	0.5	CCS(=O)(=O)n1nc(-c2ccc(OC)cc2)nc1N
103	-0.7	C=CS(=O)(=O)N(C(=C)C(=O)OC)S(C)(=O)=O
104	0.1	C[C@@H]1CN([C@@H](C)CO)C(=O)CCCn2cc(nn2)CO[C@H]1CN(C)C(=O)Cc1ccccc1
105	2.2	COc1ccc(OC)c(CN2CCN(C(=O)CCC(=O)c3cccs3)CC2)c1
106	1.9	Cc1ccc(NC(=S)NC2CCN(Cc3ccccc3)CC2)c(C)c1
107	-1.4	COc1ccc(CCC(=O)OCC(=O)NC(=O)c2ccc(Cl)cc2)cc1
108	0.2	CC(C)c1ccc(NC2CCCN(C(=O)c3cnc4ccccn4c3=O)C2)cc1 (stereo not drawn)
109	3.9	Cc1ccc(S(=O)(=O)CCN2CCC(n3cccc3)CC2)cc1
110	-2.8	C=CCN(Cc1ccco1)S(=O)(=O)c1ccc(Cl)cc1
111	-2.3	Clc1ccc(Cn2ncc3c(NCc4ccccc4)ncnc32)cc1
112	-2.5	CCOC(=O)c1nnn(-c2nonc2N)c1-c1ccc(OCC)cc1
113	9.1	Cc1cc(C)n(-c2nc3ccccc3n3c(C)nnc23)n1
114	3.5	C=CCNC(=O)CSc1nc2sccc2c(=O)n1-c1ccccc1
115	0.4	COc1ccc(-c2noc(-c3ccoc3C)n2)cc1OC
116	-1.7	CSCc1nc2sc(C(=O)Nc3nc(C)cs3)c(C)c2c(=O)[nH]1
117	10.0*	N/C(=N\O)c1cccc(CS(=O)(=O)c2ccccn2)c1
118	-1.1	CCOc1ccc(-c2nnc(SCC(=O)N3CCCC3)o2)cc1
119	0.1	Cc1ccc(-c2nc3ccccc3s2)cc1NC(=O)c1cc(-n2cnnc2)ccc1Cl

Gathered by group: those above with an aryl thioether with sulfur outside any ring (14)
item	TTR transcr act	SMILES
2	1.8	O=C(O)CCCC(=O)NCc1c(Cl)cccc1Sc1ccc(Cl)cc1
23	0.8	Cc1ccc(Sc2nc(-c3ccccc3)ccc2C#N)cc1
29	2.1	COc1ccc(NC(=O)CSc2ccc3c4c(cccc24)C(=O)c2ccccc2-3)cc1
34	3.3	CC(C)Cn1cnc2c(SCc3ccc(Cl)cc3)nc(N)nc21
40	4.0	CCC(C)c1c(O)nc(SCc2ccccc2)[nH]c1=O (stereo not drawn)
42	0.1	c1ccc2[nH]c(SCc3cn4ccccc4n3)nc2c1
60	1.5	COc1ccc(S(=O)(=O)N2CCOCC2)cc1NC(=O)CSc1nc(C)c(C)c(C)n1
65	-1.2	Cc1nc(SCC(=O)N2CC(C)OC(C)C2)nc(C)c1C (stereo not drawn)
74	-2.3	O=C(C(Sc1ccccc1)c1ccccc1)N1CCN(c2ccccc2)CC1 (stereo not drawn)
93	-0.7	Cc1cccc(C(=O)NCC(=O)NCCSc2ccc(Br)cc2)c1
95	0.8	Cn1cnnc1SCC(=O)Nc1cc(S(=O)(=O)N2CCCCC2)ccc1Cl
101	-0.8	CC(C)N(C(=O)CSc1nnc(-c2ccc3c(c2)OCO3)n1C)C(C)C
114	3.5	C=CCNC(=O)CSc1nc2sccc2c(=O)n1-c1ccccc1
118	-1.1	CCOc1ccc(-c2nnc(SCC(=O)N3CCCC3)o2)cc1
